CHO-K1 Ca antag: M1 antagonist counterscreen hit in parental CHO-K1 cells. ATP-induced calcium, Fluo-8 fluorescence. inhibition, % at 3 µM. hit rate 0.6% among 360,000. AID 602250;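 active = inhibition above a per-plate cutoff, the plate's mean sample inhibition plus 3 SD, cut at about 24% in these data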;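 also: 0% = DMSO plus EC80 ATP and 100% = DMSO alone without ATP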
M1 ag parental: counter-screen for M1 agonists: effect in parental CHO-K1 cells | Fluo-8 calcium fluorescence; scaled to maximal ATP response, vehicle zero | activation, % at 3 µM | hit rate 0.48% among 360,000 | AID 602248, 2012; in the data active = activation above about 15%;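 also: untransfected CHO-K1 host cells lacking M1 receptor as counterscreen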
CHO parental Ca: ATP-evoked calcium signal inhibitors, parental CHO, primary screen, counter-screen for OX1R antagonist project, cell-based, fluorescence, Fluo-8 calcium dye; parental CHO-K1, ATP-induced calcium, Fluo-8 fluorescence; inhibition, % at 5.6 µM; hit rate 0.63% among 330,000; AID 463079, 2010;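 active = inhibition above that plate's mean sample inhibition plus 3 SD, cut at about 26% in these data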;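 also: 0% = ATP-challenged DMSO wells and 100% = DMSO wells without ATP; some compounds past the cut are filed as inactive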
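Measured by: calcium-sensitive Fluo-8 fluorescence / Test system: CHO parental line / Controls: ATP-challenged DMSO wells low, unchallenged DMSO wells high / Measure: % inhibition / Compound: single nominal dose of 5.6 µM per compound / Replicates: single well per compound, no replicates / Reagent: ATP as calcium-mobilizing challenge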
OXTR potentiator: human OXTR potentiators, primary screen, fluorescence, CHO-OTR cells, Fluo-8 calcium; Fluo-8 calcium fluorescence, potentiator mode; 0% = oxytocin EC15, 100% = EC100; hit rate 0.061% among 320,000; Oxytocin receptor (Homo sapiens), P30559; activation, % at 3 µM; AID 2445, 2010;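 active = activation above that plate's cutoff, the mean activation of tested compounds plus 3 SD, cut at about 6.6% in these data, passing the limit was not always enough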;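 also: 100% uses oxytocin at 75 nM as the full agonist control; some results filed as inactive read as strong as hits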
Target sequence (P30559 whole entry, looked up): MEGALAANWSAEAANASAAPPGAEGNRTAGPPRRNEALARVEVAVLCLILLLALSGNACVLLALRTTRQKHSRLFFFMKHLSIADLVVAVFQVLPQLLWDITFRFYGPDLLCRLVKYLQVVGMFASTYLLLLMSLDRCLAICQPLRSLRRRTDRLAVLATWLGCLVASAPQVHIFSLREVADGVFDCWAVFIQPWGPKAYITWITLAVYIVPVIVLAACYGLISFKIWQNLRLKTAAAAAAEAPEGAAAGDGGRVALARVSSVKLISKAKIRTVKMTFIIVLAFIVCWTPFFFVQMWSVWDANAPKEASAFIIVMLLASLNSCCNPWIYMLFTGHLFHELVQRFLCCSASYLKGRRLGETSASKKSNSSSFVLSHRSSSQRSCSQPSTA
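Material: CHO-OTR cells, human receptor; compound dosing: single dose, 3.0 µM nominal final compound concentration; schedule: 6 min compound pre-incubation at room temperature, 100 s kinetic read; measured by: kinetic Fluo-8 calcium fluorescence; read-out basis: % activation vs EC15 and EC100 oxytocin; controls: EC15 oxytocin alone as 0%, 75 nM oxytocin as 100%; replicates: singlicate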
TAAR1 antagonist: human TAAR1 antagonists, primary screen, Fluo-8 calcium fluorescence, CHO RD-HGA16 cells | inhibition, % at 3 µM | Trace amine-associated receptor 1 (Homo sapiens), Q96RJ0 | antagonist | hit rate 1.5% among 360,000 | AID 624466, 2012;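 active = inhibition above a per-plate cutoff, the mean inhibition of test compounds on that plate plus 3 SD, cut at about 49% in these data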;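 also: 0% = DMSO plus EC80 beta-PEA response and 100% = DMSO alone without agonist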
Target sequence (Q96RJ0 whole entry, looked up): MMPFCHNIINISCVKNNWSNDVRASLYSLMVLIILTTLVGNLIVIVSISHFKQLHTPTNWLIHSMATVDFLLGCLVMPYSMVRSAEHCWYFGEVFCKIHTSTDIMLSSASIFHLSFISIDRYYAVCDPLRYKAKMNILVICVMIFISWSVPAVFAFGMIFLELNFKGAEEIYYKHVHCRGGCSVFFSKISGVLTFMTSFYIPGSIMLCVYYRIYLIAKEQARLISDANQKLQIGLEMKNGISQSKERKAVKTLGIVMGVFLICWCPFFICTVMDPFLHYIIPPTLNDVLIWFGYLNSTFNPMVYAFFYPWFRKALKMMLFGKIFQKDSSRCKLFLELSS
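System: RD-HGA16 CHO cells with stable hTAAR1 and Gα16 | Probe or stimulus: EC80 β-phenethylamine stimulus | Dosing: 3 µM, single point | Times: Dye loading 75 min at 37 °C, then 30 min room temperature | Measured by: Fluo-8 calcium-sensitive fluorescence | Read-out basis: % inhibition of agonist calcium response | Replicates: n of 1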
V1R ag counter: agonists of human V1a receptor, primary screen, counter-screen for OXTR agonist project, fluorescence, CHO-V1R cells. hit rate 0.25% among 320,000. Fluo-8 calcium fluorescence, agonist mode; 0% DMSO, 100% 3 nM vasopressin. activation, % at 3 µM;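 active = activation above the mean activation of all tested compounds plus 3 SD, per screening run, cut at about 20% in these data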;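 also: signal is peak over basal fluorescence ratio across a 100 second FLIPR read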
CHO-K1 Ca PAM: nonselective calcium activators in parental CHO-K1 cells, primary screen, counter-screen for M1 PAM project, cell-based, Fluo-8 calcium fluorescence, full deck, 1536-well. activation, % at 3 µM. ATP EC20; 0% at ATP EC20, 100% at ATP max. hit rate 0.02% among 360,000;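 active = activation above the run cutoff, the mean activation of all test compounds plus 3 SD, cut at about 40% in these data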;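 also: peak over basal fluorescence ratio in a 140 s read after ATP addition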
GPR7 antag: GPR7 receptor antagonists, primary screen, cell-based, fluorescence, single concentration | Neuropeptides B/W receptor type 1 (Homo sapiens), P48145 | GPR7-expressing cells, fluorescence antagonist assay | inhibition, % at 4.4 µM | hit rate 1.1% among 290,000; in the data active = inhibition above about 16%, passing the limit was not always enough;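 also: cells stimulated with the agonist NPW; 0% = agonist with vehicle and 100% = vehicle without agonist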
Target sequence (P48145 whole entry, looked up): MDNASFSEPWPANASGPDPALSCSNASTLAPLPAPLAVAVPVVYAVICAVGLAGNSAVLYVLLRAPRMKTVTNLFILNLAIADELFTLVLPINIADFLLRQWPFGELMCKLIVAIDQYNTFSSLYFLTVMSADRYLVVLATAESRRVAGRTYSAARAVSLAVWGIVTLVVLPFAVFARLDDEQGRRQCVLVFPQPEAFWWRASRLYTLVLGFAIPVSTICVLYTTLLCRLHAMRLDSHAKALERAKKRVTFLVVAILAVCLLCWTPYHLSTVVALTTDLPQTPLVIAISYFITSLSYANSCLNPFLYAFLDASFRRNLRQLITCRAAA
OXTR ag: human OXTR agonists, primary screen, fluorescence, CHO-OTR cells, Fluo-8 calcium; Oxytocin receptor (Homo sapiens), P30559; Fluo-8 calcium fluorescence; normalized: DMSO 0%, oxytocin 100%; activation, % at 3 µM; hit rate 0.32% among 320,000; AID 2435, 2010;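 active = activation above the mean of all tested compounds plus 3 SD, cutoff set per screening run, cut at about 20% in these data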;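 also: peak over basal fluorescence ratio from a 100 s FLIPR kinetic read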
Starred values were filed as active, the others as inactive; nt = no result given; & = joins results of further samples.

The line under a structure holds: M1 ag parental	GPR7 antag	OXTR ag	V1R ag counter	CHO parental Ca	CHO-K1 Ca antag	TAAR1 antagonist	CHO-K1 Ca PAM	OXTR potentiator
CCOCCCN1CN(Cc2ccccc2)CNC1=S
    -0.1	-6	0.4	0.8	3	-3	4	-3	-11
Cc1[nH]n2c(=O)c3c(nc2c1-c1ccccc1)CCCC3
    -0.5	-10	0.4	0.6	-4	11	11	5	-13
CC(=O)OC[C@]12CC[C@H]3[C@@](C)(CC[C@H]4C(C)(C)CCC[C@]34C)[C@@H]1C[C@H](C1=CC(=O)O[C@H]1OC(C)=O)O2
    nt	nt	0.8	1.7	46*	nt	nt	nt	-7
O=C(O)C1C(c2ccccc2)C(C(=O)Oc2ccc(O)cc2)C1c1ccccc1 (stereo unspecified)
    0.1	-4	1.0	0.0	-4	1	1	9	3
O=C(NNS(=O)(=O)c1ccccc1)C1CCN(S(=O)(=O)c2ccccc2)CC1
    0.4	-12	0.0	-0.1	-12	-11	11	17	-5
NCCCn1c(C(=O)c2ccc(Cl)cc2)c2ccc(C(F)(F)F)cc2[n+]1[O-]
    0.4	nt	4.3	2.0	-9	-2	-7	-8	-3
CCOc1ccc(C2C(C(=O)OC)=C(C)N=C3SCCC(=O)N32)cc1OCC (stereo unspecified)
    0.2	-6	0.2	0.5	-8	-6	-3	-2	0
CN(CCNC(=O)C1CCC(=O)N(Cc2ccc(Cl)cc2)C1)CCc1ccccc1 (stereo unspecified)
    -0.1	15	-0.1	-0.4	-20	6	-8	-20	-3
Cc1cc(C)c(O)c(-c2n[nH]c3c2C(c2cccc(O)c2)N(Cc2ccco2)C3=O)c1 (stereo unspecified)
    0.6	1	0.3	-0.6	7	-22	-68	22	-5
CC(=O)c1c(C)[nH]c(C(=O)OCC(=O)Nc2nnc(-c3ccccc3)o2)c1C
    0.9	nt	-1.1	0.2	-8	-16	-2	13	1
OCCN(CC(O)Cn1ccc2ccccc21)CC(O)Cn1ccc2ccccc21 (stereo unspecified)
    0.6	10	6.6	13	19	7	13	-3	-23
C=CCc1ccccc1OCC(O)CN1CCN(Cc2ccc3c(c2)OCO3)CC1 (stereo unspecified)
    0.5&2.5	-6&3	3.9&2.3	2.1&1.3	-21&-26	-2&8	-15&-32	3&14	-1&-22
Cc1cccc(CN2CCC(CNC(=O)Nc3ccccc3F)CC2)c1
    7.4	nt	nt	nt	nt	-6	3	21	nt
CC(C)c1ccc(CNC(=O)C2(C)CCCN2C)cc1 (stereo unspecified)
    -0.2	nt	nt	nt	nt	-6	-4	8	nt
Nc1c(C(=O)Nc2ccc(F)cc2)sc(=S)n1-c1ccccc1F
    4.9	-3	-0.1	0.5	-14	-21	10	18	-7
O=C(NC(=S)NCCc1ccccc1)c1cccc(Cl)c1
    1.7	-10	0.1	2.3	-23	-10	1	19	-11
O=C1OC[C@H]2CCCN2C(=O)[C@@H](CC(=O)N(CCO)Cc2ccccc2)C/C=C\C[C@@H]1Cc1ccc(F)cc1
    4.6	nt	0.2	1.6	-18	-2	57*	0	-6
CC(C)CCN1CCN(Cc2cccc(C(F)(F)F)c2)CC1CCO (stereo unspecified)
    4.3	1	1.1	0.6	-16	-1	-21	4	-3
O=C(C[n+]1ccccc1)Nc1ccc(Cl)c([N+](=O)[O-])c1
    -0.5	-11	0.2	0.8	17	2	-5	-7	-4
CCN1CCN(c2ncc(C(=O)Nc3c(F)cc(F)cc3Br)c3ccccc23)CC1
    2.2	4	1.9	0.6	-22	-8	3	20	0
CCOC(=O)C1CCN(C(=O)COC(=O)c2oc3ccccc3c2C)CC1
    0.6	nt	-0.6	-0.7	-17	1	-21	-2	-1
COc1ccc(C(=O)CCC(=O)Nc2ccc(N3CCN(C)CC3)cc2)cc1OC
    0.6	nt	0.7	-0.3	10	5	4	1	0
COc1ccc(CNC(=O)C2CCCN(c3ncnc4c3nc3n4CCCCC3)C2)cc1 (stereo unspecified)
    0.8	-10	-1.9	-0.5	-20	-20	nt	22	-10
CSc1ccc(/C=C(\C#N)C(=O)NC2CCCCC2C)cc1 (stereo unspecified)
    0.7	1	-1.8	-0.1	-29	-2	-20	18	0
Cc1cc(SCC(=O)NC2CC2)nc2ccccc12
    0.0	nt	-1.3	-0.9	5	-8	11	4	-9
COc1ccccc1CN1CCNC(=O)C1CC(=O)NCCC1=CCCCC1 (stereo unspecified)
    1.4	-3	-0.6	-1.1	-30	-9	-12	18	-8
O=C(Nc1nccs1)C1CC2CCC1C2 (stereo unspecified)
    0.5	-5	0.0	0.4	7	-1	7	3	-19
COc1cc(C(=O)Nc2ccc(N3CCN(C(=O)c4ccc(C)cc4)CC3)cc2)cc(OC)c1OC
    4.8	-6	-0.4	0.0	-11	-7	12	6	-8
CCCS(=O)(=O)NC(=O)C1(C)CCCN(C(=O)c2cccc(OC(F)(F)F)c2)C1 (stereo unspecified)
    1.4	nt	nt	nt	nt	-10	-13	25	nt
CCCN1C(=O)C(O)(C2CC(=O)CC(C)(C)O2)c2ccccc21 (stereo unspecified)
    0.8	-4	0.7	-0.1	-9	-2	-16	18	-15

Marked active in TAAR1 antagonist (from the list above):
Structure	GPR7 antag	TAAR1 antagonist	OXTR potentiator
O=C1OC[C@H]2CCCN2C(=O)[C@@H](CC(=O)N(CCO)Cc2ccccc2)C/C=C\C[C@@H]1Cc1ccc(F)cc1	nt	57*	-6

Continued.
The line under a structure holds: M1 ag parental	GPR7 antag	OXTR ag	V1R ag counter	CHO parental Ca	CHO-K1 Ca antag	TAAR1 antagonist	CHO-K1 Ca PAM	OXTR potentiator
N#C/C(=C(/O)c1cccc(F)c1)c1nc2ccccc2s1
    1.2	-8	15	8.5	10	23	6	-23	-17
CCCn1c(/N=C/c2ccc3c(c2)OCO3)nc2ccccc21
    0.3	-9	1.3	0.2	2	-9	5	7	-1
Cc1ccc(S(=O)(=O)N(C)c2ccc(C(=O)NC3CCCCC3)cc2)cc1
    0.2	nt	nt	nt	nt	-13	-16	15	nt
CCCCNC(=S)Nc1ccc(OC)nc1
    0.3	0	0.3	1.0	-4	-5	-44	-1	4
Cn1c(-c2sc3cc(C(F)(F)F)cnc3c2-c2cccs2)n[nH]c1=S
    1.1	-12	-1.9	0.3	8	-8	-2	19	-26
N#CCCN(C(=O)c1ccc2c(=O)n3c(nc2c1)CCCCC3)c1ccccc1
    0.3	4	0.3	0.1	-11	-4	0	-12	-5
CC1CN(c2nc3ccccn3c(=O)c2/C=C(\C#N)S(=O)(=O)c2ccccc2)CC(C)O1 (stereo unspecified)
    1.9	1	-1.4	-0.5	-12	-17	21	16	-14
O=C(/C=C/c1ccco1)OCC1CCCN2CCCCC12 (stereo unspecified)
    -0.1	-1	0.4	1.6	10	-5	-8	17	-3
O=S(=O)(c1ccc(Cl)cc1)N1CCN(C2CCN(Cc3ccccc3)CC2)CC1
    0.2	0	1.3	0.9	-14	9	8	-6	-6
C=Cc1ccc(CN2CCCN(Cc3ccc(Cl)cc3)S2(=O)=O)cc1
    0.8	7	-0.2	-0.5	8	-16	-3	0	-5
CC1=C(c2ccc(F)cc2)[N+](=O)C(C)(C)N1[O-]
    -0.2	-8	-0.1	1.4	-8	5	7	-7	-10
CCOC(=O)C(NC(=O)c1ccccc1)(Nc1nnc(C)s1)C(F)(F)F (stereo unspecified)
    -0.3	-3	0.6	0.5	3	6	-3	7	6
CCSc1nnc(NC(=O)CC(C)C)s1
    0.2	-6	-1.0	0.5	-7	7	24	-12	-17
Cn1c(N)c(C(=O)COC(=O)COc2ccccc2C#N)c(=O)n(C)c1=O
    2.0	-5	1.8	-0.5	14	-18	-12	14	6
CC(CNC(=O)COc1ccccc1)OC(=O)Nc1ccc(Cl)c(Cl)c1 (stereo unspecified)
    6.9	7	9.5	4.5	-1	15	2	6	-11
C/C(=N\NC(=O)c1cccc(N/N=C(\C)c2cc(O)ccc2O)c1)c1cc(O)ccc1O
    0.1	3	-0.4	-0.5	-10	0	35	20	-5
COc1cccc(CNC(=O)C2CSC3(C)CCC(=O)N23)c1 (stereo unspecified)
    0.4	nt	0.1	0.9	1	1	-16	-14	-4
O=C(Nc1ccc(NC(=O)c2ccccc2F)cn1)c1ccco1
    1.0	-3	0.6	1.2	-3	-9	12	1	-4
CN1CCN(C(=O)c2ccc(COc3cc(Cl)ccc3Cl)o2)CC1
    1.1	-7	1.3	1.8	-8	3	-8	-10	-5
CCC1(c2ccc(F)cc2)NC(=O)N(CC(=O)Nc2cccc(S(=O)(=O)N3CCOCC3)c2)C1=O (stereo unspecified)
    7.7	nt	nt	nt	nt	-21	7	11	nt
COc1ccc(/C=C/C(=O)N2CCN(S(=O)(=O)/C=C/c3ccccc3)CC2)cc1OC
    -0.2	-4	-0.8	0.5	1	8	-13	-7	3
Cc1onc(-c2ccccc2Cl)c1C(=O)NNC(=O)C1CCN(Cc2ccccc2)CC1
    0.9	-11	0.0	0.7	0	-13	-3	17	8
N=c1n(CC(=O)c2ccc(Br)cc2)c2ccccc2n1Cc1ccccc1
    0.6	nt	1.4	-0.1	3	-8	-4	-6	-6
CCOC(=O)COc1nc(N(C)C)nc(N(C)C)n1
    0.1	-8	-0.7	0.4	-8	1	5	0	-3
Cc1ccc(NC(=O)COc2ccc3oc4c(c3c2)CCCC4)nc1
    1.0	-11	0.6	0.0	-16	-16	-13	17	-6
O=C(Nc1ccc(Br)c(C(F)(F)F)c1)c1ccccc1
    7.3	-3	-0.9	2.7	-19	3	5	14	-4
Cc1ccc2nc(-c3ccc(SCC(=O)O)nc3)[nH]c2c1
    0.0	17	0.3	1.4	-11	11	-16	-6	2
CN(CC(=O)Nc1c(Cl)cccc1Cl)C(=O)CCc1nc2sc3c(c2c(=O)[nH]1)CCCC3
    1.1	nt	-1.5	-0.8	-12	-1	-12	4	-4
Cc1cc(CNC(=O)COc2cc(F)ccc2[N+](=O)[O-])c2ccccc2n1
    14	-13	7.2	7.5	-1	6	-6	-3	-30
